Assay outcomes: PubChem, several laboratories
HIF-2a inh – blocks HIF-2a reporter activity | inhibition, % at 18.8 µM | 786-0 RCC cells HIF-2a reporter, luciferase luminescence, overnight | 360,000 compounds, 0.72% hits | AID 624352;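 active = inhibition of the luminescence signal of 40% or more relative to plate controls, in a single-dose primary screen at 18.75 µM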
CF NFkB block – cystic fibrosis NF-kB activation inhibition. KKLEB NF-kB-GFP reporter, PAF-induced, GFP fluorescence overnight. inhibition, % at 5 µM. 360,000 compounds, 0.86% hits;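 active = at least 50% inhibition at 5 µM, scaled per plate between neutral and stimulator controls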;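 also: PAF is a Pseudomonas aeruginosa culture filtrate used as stimulus; plate controls were PAF-stimulated DMSO wells for no effect and unstimulated DMSO wells for full effect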
MITF TRPM1 inh – reduces MITF-dependent TRPM1 promoter luciferase signal; SK-MEL-5 TRPM1 promoter luciferase, 24 h; inhibition, % at 12.5 µM; 330,000 compounds, 0.83% hits;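 active = mean inhibition across replicates of 60% or more, whatever share of single replicates reaches that level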; also: values of inactives mirror those of a sister screen read the other way
TROY signal inh – TROY signaling inhibition; Q293 LMP1-TROYcd NF-kB luciferase reporter, 4 h; inhibition, % at 10 µM; 360,000 compounds, 0.98% hits; AID 1347056;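 active = compounds whose plate-normalised and pattern-corrected inhibition of the luciferase reporter signal at the single screening dose is 50% or more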
NR2E3 ag-1 – agonists of human nuclear receptor NR2E3 | Q9Y5X4 | GST-NR2E3/biotin-RetCOR TR-FRET, 1536-well | inhibition of corepressor binding, % at 4.78 µM | 320,000 compounds, 0.12% hits | AID 2300;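 active = percent inhibition above the cutoff of mean plus 3 SD of all tested compounds, set per screening campaign, cut at about 20% in these data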;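 also: 0% = DMSO wells and 100% = biotin wells as full block of FRET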
Target sequence (Q9Y5X4 whole entry, looked up): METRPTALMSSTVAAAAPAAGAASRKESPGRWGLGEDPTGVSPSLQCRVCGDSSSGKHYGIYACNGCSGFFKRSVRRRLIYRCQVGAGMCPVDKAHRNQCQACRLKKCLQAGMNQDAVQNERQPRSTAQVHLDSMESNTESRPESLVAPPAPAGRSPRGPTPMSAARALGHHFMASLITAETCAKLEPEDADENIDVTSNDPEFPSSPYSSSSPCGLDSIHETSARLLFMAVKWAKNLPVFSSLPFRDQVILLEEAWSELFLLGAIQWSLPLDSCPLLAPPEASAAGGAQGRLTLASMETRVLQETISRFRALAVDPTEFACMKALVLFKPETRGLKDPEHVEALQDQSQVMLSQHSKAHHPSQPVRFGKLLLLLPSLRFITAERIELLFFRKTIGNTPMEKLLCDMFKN
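Material: NR2E3–RetCOR corepressor complex | Quantity: 1.35 nM GST-tagged NR2E3 final | Schedule: 5 h at 4 °C | Replication: Singlicate compound wells | Reagent: RetCOR corepressor, biotinylated, 7 nM | Controls: Biotin wells as high control, 0.6% DMSO wells as low control | Signal: TR-FRET, Eu(K)-anti-GST donor, streptavidin-D2 acceptor, ex 340, em 617/671 nm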
TWEAK-Fn14 inh – inhibitors of TWEAK-Fn14 interaction signaling; TWEAK-stimulated Fn14 reporter cells, luciferase luminescence, 8 h; inhibition, % at 10 µM; 360,000 compounds, 2% hits; in the data active = inhibition above about 50%
Shn3 inh set2 – inhibitors of Schnurri-3 3'UTR reporter in osteoblasts. AID 588674. inhibition, % at 12.5 µM. 360,000 compounds, 0.52% hits. Clone20 osteoblast Shn3 3'UTR firefly luciferase, 24 h;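 active = mean inhibition of at least 75% with every replicate also reaching 75%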;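 also: 0% = median of neutral control wells and 100% = pilot-screen positive control compound; some compounds past the cut are filed as inactive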
NR2E3 ag-2 – human photoreceptor-specific nuclear receptor agonism; Q9Y5X4; CHO-S Gal4-NCOR/VP16-NR2E3 two-hybrid, luciferase; inhibition of corepressor binding, % at 3.98 µM; 360,000 compounds, 0.35% hits; AID 602229;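 active = inhibition above the mean of all tested compounds plus 3 SD, cut at about 70% in these data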;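 also: 0% = DMSO with NR2E3 transfected cells and 100% = cells lacking NR2E3 construct; higher means lower luciferase signal from less NR2E3 corepressor binding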
Peg3 prom inh – inhibitors of Peg3 promoter; 360,000 compounds, 1.7% hits; inhibition, % at 20 µM; HeLa PEG-Prom luciferase reporter, luminescence, overnight; AID 588405;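 active = inhibition of at least 50% at 20 µM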
TRAIL sens C8 – sensitizes caspase-8 expressing cells to TRAIL. NB7+C8 cells + TRAIL, ATPlite viability luminescence. inhibition (viability loss, TRAIL sensitization), % at 10 µM. 360,000 compounds, 1% hits;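 active = compounds causing at least 50% loss of cell viability in the single-dose screen, relative to plate controls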
KKLEB tox – CF airway cell cytotoxicity counter-screen. KKLEB CF airway cells viability, ATPlite luminescence, overnight; stronger effect = lower value; cells stimulated with P. aeruginosa culture filtrate. activity change (cytotoxicity), % at 5 µM. 360,000 compounds, 0.36% hits. AID 602141;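 active = corrected activity change at or below -50% at 5 µM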
An asterisk follows results filed as active; / = not tested or not shown. These rows are one share of the data (hit frequency here may not be typical).

SMILES	HIF-2a inh	CF NFkB block	MITF TRPM1 inh	TROY signal inh	NR2E3 ag-1	TWEAK-Fn14 inh	Shn3 inh set2	NR2E3 ag-2	Peg3 prom inh	TRAIL sens C8	KKLEB tox
O=S(=O)(NC1CCCCC1N1CCCCC1)c1ccccc1 (stereo not drawn)	10	4	3	7	3	-4	15	-30	-1	6	10
O=C(NCc1ccc(Cl)c(Cl)c1)c1cc(C2CCCCN2C(=O)c2ccccn2)on1 (stereo not drawn)	21	-22	/	-5	/	-11	-5	-7	-3	-10	8
CC1COC(Cn2c3ccccc3c3ccccc32)O1 (stereo not drawn)	18	9	4	-5	-3	-17	9	-13	11	-4	2
C/C(=N\NC(=O)COc1ccc(C)cc1Br)c1cc([N+](=O)[O-])cs1	-29	0	2	-25	-2	-25	-18	-27	-30	9	-3
Cc1ccc(CSCCNC(=O)/C=C/c2ccccc2Cl)cc1	-38	-5	0	-11	2	-5	6	-6	0	-5	8
CCOC(=O)C1=C(C)NC(=O)CC1c1ccccc1OC (stereo not drawn)	13	0	4	-1	0	-1	-4	-25	17	-11	2
O=C(CCS(=O)(=O)c1ccc(Cl)cc1)Nc1nc(-c2cccnc2)cs1	1	31	23	9	-3	-13	4	-14	32	-6	7
Cc1cc(NS(=O)(=O)c2ccc(NC(=O)/C=C/c3c(F)cccc3Cl)cc2)nc(C)n1	6	-4	1	-10	-1	1	17	-10	17	13	8
COC(=O)[C@@H](NC(=O)c1ccccc1OC1CCN(S(C)(=O)=O)CC1)C(C)C	4	3	10	-3	-3	3	6	-8	2	-5	4
CCc1cc2c(SCC(=O)N3CCN(C(=O)c4cccs4)CC3)ncnc2s1	10	-16	/	7	/	1	11	5	14	-8	0

The closing 3 records of the section above come first, to join the parts.
SMILES	HIF-2a inh	CF NFkB block	MITF TRPM1 inh	TROY signal inh	NR2E3 ag-1	TWEAK-Fn14 inh	Shn3 inh set2	NR2E3 ag-2	Peg3 prom inh	TRAIL sens C8	KKLEB tox
Cc1cc(NS(=O)(=O)c2ccc(NC(=O)/C=C/c3c(F)cccc3Cl)cc2)nc(C)n1	6	-4	1	-10	-1	1	17	-10	17	13	8
COC(=O)[C@@H](NC(=O)c1ccccc1OC1CCN(S(C)(=O)=O)CC1)C(C)C	4	3	10	-3	-3	3	6	-8	2	-5	4
CCc1cc2c(SCC(=O)N3CCN(C(=O)c4cccs4)CC3)ncnc2s1	10	-16	/	7	/	1	11	5	14	-8	0
CCn1cc(C(=O)NCc2ccccc2F)c(=O)c2ccc(C)nc21	12	7	-5	-17	1	-4	14	-22	16	0	-18
COc1cc(/C=N/Nc2ccc(Cl)c(C(=O)O)c2)ccc1OCC(=O)N1C(C)CCCC1C (stereo not drawn)	1	-14	2	-18	-1	-15	-1	-19	4	-18	-6
Cc1cc(C)nc(CCNC(=O)c2cc(COc3c(F)cccc3F)on2)n1	13	-12	5	-11	3	7	1	-9	12	-12	5
CCc1nc(CNC(=O)C2CCC(=O)N(Cc3cccc(OC)c3)C2)no1 (stereo not drawn)	3	30	10	-23	-1	-11	-2	-5	16	2	-15
Cc1c(CC(=O)NCC(C)C)c(=O)oc2cc3c(cc12)CCC(C)(C)O3	-114	-1	-12	-1	1	-14	13	-48	-94	-10	6
O=C(CN1CCC(O)(c2ccc3c(c2)OCO3)CC1)N1CCOCC1	5	9	-9	4	3	-6	-2	-2	3	-12	7
Cc1ccc(C2CC(c3cccc(Br)c3)n3nc(N)nc3N2)cc1 (stereo not drawn)	-32	5	-4	-40	2	1	-1	-39	-1	3	4
COc1ccc(NC(=S)NC(NC(=O)/C=C/c2ccccc2)C(Cl)(Cl)Cl)cc1 (stereo not drawn)	66*	3	7	43	-1	17	24	-4	53*	19	-3
COc1cc(/C=C2/SC(N)=NC2=O)ccc1Oc1ccc([N+](=O)[O-])cc1[N+](=O)[O-]	10	18	7	25	0	10	24	7	24	-3	-13
Nc1cccnc1Oc1ccc(F)cc1	-7	-11	-11	17	-1	1	1	-14	7	-3	6
O=c1c2ccccc2ncn1-c1ccc([N+](=O)[O-])cc1[N+](=O)[O-]	-65	8	22	8	7	5	-6	-18	5	15	4
Cc1cc(NC(=O)COc2c(C)cccc2C)no1	7	-6	6	12	-2	7	-4	-6	10	1	7
CC12COC3(C(N)=O)CC1CCC32C (stereo not drawn)	7	-3	8	3	3	6	-20	16	18	-1	0
Nc1nnc(N2CCc3ccccc32)s1	-47	1	1	-25	0	0	-12	-31	-15	11	8
Cc1cc(NC(=O)c2cncc(Br)c2)n(-c2ccccn2)n1	3	-71	-6	-6	/	5	2	-15	4	8	4
C=CCn1c(CCc2cc(C(C)(C)C)c(O)c(C(C)(C)C)c2)n[nH]c1=S	21	-3	-2	-3	2	36	1	-31	14	3	-4
COc1ccccc1-c1oc2ccccc2c1-c1ccccc1OC	18	19	16	-7	/	-16	10	-9	11	11	-8
CNCCCOc1ccc2c(c1)CCC2	-19	12	-16	6	4	13	-36	-25	-8	-2	-10
COC(=O)c1ccc(N=NNc2ccc(C(=O)OC)cc2)cc1	15	-8	-2	-56	-2	-56	-50	-187	-108	2	6
Cc1ccccc1-c1cnc(C(O)c2ccc(Cl)cc2C)[nH]1 (stereo not drawn)	2	4	/	-8	/	-26	-4	-13	12	12	-5
Cc1cc(C)c(S(=O)(=O)N(C)CC(=O)N2CCCCC2)c(C)c1	6	7	-3	1	3	-12	-25	-1	2	-6	-3
CC(Oc1ccc(Cl)cc1)C(=O)Nc1cccc(S(=O)(=O)N2CCCC2)c1 (stereo not drawn)	9	-25	/	16	/	5	-11	13	12	-5	2
CC(=O)c1ccc(NC(=O)CSc2nnc(NC(=O)C3CC3)s2)cc1	-14	-16	2	-6	2	-10	7	-9	-10	-13	7
Cc1ccc(C(=O)N/C(=C\c2ccc(-c3cccc([N+](=O)[O-])c3)o2)C(=O)NCCCN(C)C)cc1	-10	16	13	5	-4	-20	12	-22	87*	5	-12
Cc1cc(C(=O)OCC(=O)Nc2cc(C(F)(F)F)ccc2N2CCOCC2)c(C)o1	15	14	6	6	1	0	2	-23	30	9	-11
S=c1[nH]nc(C2CCCCC2)n1/N=C/c1cccc(Cl)c1Cl	9	12	-9	-12	/	-44	-6	-7	21	-6	-6
Cc1nnc(SCC2=C(C(=O)O)N3C(=O)C(NC(=O)Cc4ccccc4)C3SC2)s1 (stereo not drawn)	13	10	7	-7	3	10	-3	2	6	0	6
Cc1ccc(S(=O)(=O)N2CCCC(C(=O)NCC(C)C)C2)cc1 (stereo not drawn)	17	3	11	14	0	9	4	-11	-2	8	14
CN(C)S(=O)(=O)c1ccc(Cl)c(NC(=O)CN2CCc3ccccc3C2)c1	25	11	3	10	0	3	29	-9	22	-5	-4
CCOc1ccc(-c2noc(CCCC(=O)NCC3CCCO3)n2)cc1OC (stereo not drawn)	-7	6	-1	-3	3	-29	1	-22	2	-8	17
Cc1cccn2c(=O)c3cc(C(=O)NC4CCS(=O)(=O)C4)sc3nc12 (stereo not drawn)	21	-31	6	7	2	5	-7	-7	11	5	2
Cc1cc(C)cc(NC(=O)CSc2nc(=O)n(CCN3CCOCC3)c3c2CCCC3)c1	15	14	3	11	2	-11	-22	-20	-4	0	8
COc1ccccc1N(C)C(=O)c1cc(S(=O)(=O)N2CCc3ccccc32)cn1C	11	-1	/	-4	2	0	8	-1	18	-2	13
FC(F)(F)c1ccc(-n2ccnc2)nc1	9	9	-2	1	2	4	-10	15	15	7	0
COc1ccccc1C(=O)NC(=O)COC(=O)CCNS(=O)(=O)c1ccccc1	1	-30	-4	-11	0	-3	-16	-18	-98	6	15
Cc1nc2c(-c3ccc(F)cc3)c(C)[nH]n2c(=O)c1Cl	19	26	-2	2	-1	3	-7	24	2	-24	-9
COc1ccc(/C=C/C(=O)Nc2nc(C)c(C(=O)N(C)C)s2)cc1OC	12	9	5	5	2	8	8	-7	13	1	4
Cc1ccc(C(=O)c2cc3ccccc3o2)cc1C	-225	-26	-56	-57	3	-5	-45	-101	-272	11	1
COc1cc(/C=C2\SC(=S)N(Nc3ncc(C(F)(F)F)cc3Cl)C2=O)cc(OC)c1OC	-11	-9	-3	32	-2	6	25	-17	7	9	-14
CC(C)CN1CCN(Cc2cccc3cccnc23)CC1CCO (stereo not drawn)	6	-4	13	-13	4	23	6	-15	-1	-2	7
CC1Cc2nc(SCC(=O)N3CCc4ccccc43)n(C)c(=O)c2S1 (stereo not drawn)	13	2	5	11	2	-9	8	3	29	-2	-10
COc1ccc(NC(=O)c2c(C(F)(F)F)nn(C)c2Cl)cc1	-13	-6	-1	-9	3	11	-8	7	-15	13	3
Nc1nc2c(s1)COc1ccccc1-2	-11	6	6	4	1	5	-1	11	-14	2	-9
Cn1c(=O)cc(OCCCC(=O)NCc2ccco2)c2ccccc21	10	-33	-6	4	4	13	-11	-21	-5	-1	12
O=C(N/C(=C/c1cccc([N+](=O)[O-])c1)C(=O)N1CCCCC1)c1cccs1	21	-12	20	-21	-3	-1	26	0	20	1	0
COCCn1c(N)c(N(Cc2ccccc2)C(=O)C2=COCCO2)c(=O)[nH]c1=O	-3	-18	-13	-36	3	15	10	10	1	-21	-1
CCCCOC(=O)C1[C@H]2C(=O)N(Cc3cccs3)C[C@]23C=C[C@H]1O3 (stereo partly drawn)	-1	19	-2	11	-1	-1	-24	-8	11	-17	8
CCc1c(C)c2c(C)nn(-c3ccccc3)c2oc1=O	-46	3	0	-6	4	0	10	3	-13	2	-6
CCCOc1ccc(C(=O)CCC(=O)NNC(=O)c2ccncc2)cc1	5	28	27	2	2	0	-19	-23	22	11	-11
C[n+]1cccc(NC(=O)c2ccccc2)c1	10	/	/	5	/	10	/	6	/	-11	/

Next section.
SMILES	HIF-2a inh	CF NFkB block	MITF TRPM1 inh	TROY signal inh	NR2E3 ag-1	TWEAK-Fn14 inh	Shn3 inh set2	NR2E3 ag-2	Peg3 prom inh	TRAIL sens C8	KKLEB tox
COc1ccc(CCN=C(N)NS(=O)(=O)c2ccccc2)cc1OC	17	-17	8	17	-1	1	-1	-7	28	3	-6
N=c1c(S(=O)(=O)c2ccc(Cl)cc2)cc2c(=O)n3ccccc3nc2n1C1CCCCC1	5	17	-3	-19	-1	-22	6	-23	1	18	-15
CCC(C)C(NC(=O)C1CCC(C)CC1)C(=O)NC(C(=O)OC)C(C)C (stereo not drawn)	19	-4	7	-1	1	3	-3	18	14	15	4
Cc1[nH]n(-c2c(Cl)cc(Cl)cc2Cl)c(=O)c1C=Nc1ccc(S(=O)(=O)N2CCOCC2)cc1	4	-6	-19	-2	-1	-8	-11	-31	0	9	7

Random excerpt: 2 records from the list, in no set order.
SMILES	HIF-2a inh	CF NFkB block	MITF TRPM1 inh	TROY signal inh	NR2E3 ag-1	TWEAK-Fn14 inh	Shn3 inh set2	NR2E3 ag-2	Peg3 prom inh	TRAIL sens C8	KKLEB tox
Cc1cc(NC(=O)COc2c(C)cccc2C)no1	7	-6	6	12	-2	7	-4	-6	10	1	7
CCCOc1ccc(C(=O)CCC(=O)NNC(=O)c2ccncc2)cc1	5	28	27	2	2	0	-19	-23	22	11	-11
